From PubChem
XiGFP reactiv: activators of X-chromosome reactivation in mouse fibroblasts. XiGFP mouse fibroblasts, % GFP-positive cells imaging, 3 d; cells co-treated with 5-aza-dC sensitizer; scaled so ellipticine positive control = 100%. activation, % at 7.58 µM. actives 0.055% (n = 360,000). AID 743238;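 active = mean normalized replicate activation at least 10% and every replicate at or above 10%; inconclusive = only one of the two criteria met; inactive = mean below 10% and not all replicates reach 10%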;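 also: 0% = median of on-plate neutral control wells and 100% = ellipticine 6 µM median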
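Material: XiGFP fibroblasts, SV40-immortalized; Buffer or medium: DMEM containing 5-aza-dC; Compound dosing: single point; Times: 3 days compound exposure.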
INS-1E GSIS act: primary screen for activators of insulin secretion dependent on glucose, INS-1E cells, GLuc reporter luminescence. INS-1E GLuc reporter insulin secretion, 2-3 h. activation, % at 16.6 µM. actives 0.61% (n = 370,000). AID 743287;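 active = lowest replicate activation of at least 40%, so every replicate reaches that level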;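 also: 0% = median of neutral control wells and 100% = median of IBMX positive control wells; some compounds called inactive have numbers as strong as hits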
RAD52 inh: RAD52 (human) annealing inhibition; P43351; recombinant RAD52 DNA annealing, FRET fluorescence; inhibition, % at 18.7 µM; actives 0.46% (n = 360,000); AID 651710;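 active = every replicate showing at least 50% inhibition; inconclusive = mean inhibition at least 50% but not in every replicate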
DENV2 CPE: protects cells from dengue virus 2 cytopathic effect. AID 651640. actives 1.7% (n = 350,000). DENV2-infected cells, cytopathic effect rescue, plate reader. CPE inhibition, % at 9.99 µM; in the data active = CPE inhibition above about 20%, passing the limit was not always enough; inconclusive = no clear call, values can overlap the other calls; tested in BHK-21 cells;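 also: 0% = median of neutral control wells and 100% = median of positive control wells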
F508del corr: CFTR F508del correction in bronchial cells; activity (quench increase), % at 7.58 µM; CFBE cells, YFP halide quenching; stimulated with forskolin plus potentiator P3; % fluorescence drop versus neutral controls; actives 0.36% (n = 350,000);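 active = mean added fluorescence quench of at least 8% versus neutral control, with both replicates also reaching 8%; inconclusive = only one of the mean or replicate conditions met; inactive = mean below 8% and not both replicates reaching 8%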;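 also: cells transiently co-express mutant CFTR-F508del with the halide-sensitive YFP; corrector assay measuring rescue of mutant channel to the surface after 24 h compound exposure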
RAD54 inh: inhibitors of human RAD54 branch migration | Q92698 | RAD54 Holliday junction branch migration, FAM/BHQ fluorescence | inhibition, % at 10.4 µM | actives 0.14% (n = 360,000);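 active = mean normalized replicate activity at least 40 and at least half of replicates scoring 40 or more; inconclusive = only one of the two criteria met; inactive = mean below 40 and under half of replicates reaching 40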;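 also: 0% = median of neutral control wells and 100% = median of positive control wells; inhibitors cause a drop in the FAM fluorescence signal; in these data hits start at about 50%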
Casp6 inh: caspase-6 (human) enzyme inhibition; P55212; purified caspase-6, Z-VEID-R110 cleavage fluorescence; inhibition, % at 12.5 µM; actives 0.53% (n = 350,000);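 active = mean inhibition across replicates at least about 35%, with every replicate also reaching that limit, limit read from the data; inconclusive = only one of the two criteria met; inactive = neither criterion met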;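 also: 0% = median of neutral control wells and 100% = no fluorescence left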
Target sequence (P55212 24-179 limits assumed): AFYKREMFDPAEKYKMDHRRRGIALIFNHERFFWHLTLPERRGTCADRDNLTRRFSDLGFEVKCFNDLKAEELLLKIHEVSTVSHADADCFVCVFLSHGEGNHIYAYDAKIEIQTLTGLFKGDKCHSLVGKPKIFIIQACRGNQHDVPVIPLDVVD
Target sequence (P55212 194-293 limits assumed): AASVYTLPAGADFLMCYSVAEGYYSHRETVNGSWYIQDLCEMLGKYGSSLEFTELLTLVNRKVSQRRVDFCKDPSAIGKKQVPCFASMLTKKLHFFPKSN
E-sel inducer: induces E-selectin expression in human endothelial cells | P16581 | HUVEC E-selectin immunofluorescence imaging; normalized: neutral wells 0, TNF-alpha wells 100 | activation, % at 7.58 µM | actives 0.37% (n = 260,000) | AID 686992;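 active = mean E-selectin-positive cell signal at least 10% of the positive control, reached in at least 60% of replicates, without over 20% cell loss; inconclusive = no rule given, readout overlaps actives, possibly toxicity-flagged; inactive = the rest, including those meeting only one limit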;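 also: in these data hits start at about 27%; measured in HUVEC primary endothelial cells; signal is the percent of cells scored E-selectin positive by PE staining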
Target sequence (P16581 whole entry, looked up): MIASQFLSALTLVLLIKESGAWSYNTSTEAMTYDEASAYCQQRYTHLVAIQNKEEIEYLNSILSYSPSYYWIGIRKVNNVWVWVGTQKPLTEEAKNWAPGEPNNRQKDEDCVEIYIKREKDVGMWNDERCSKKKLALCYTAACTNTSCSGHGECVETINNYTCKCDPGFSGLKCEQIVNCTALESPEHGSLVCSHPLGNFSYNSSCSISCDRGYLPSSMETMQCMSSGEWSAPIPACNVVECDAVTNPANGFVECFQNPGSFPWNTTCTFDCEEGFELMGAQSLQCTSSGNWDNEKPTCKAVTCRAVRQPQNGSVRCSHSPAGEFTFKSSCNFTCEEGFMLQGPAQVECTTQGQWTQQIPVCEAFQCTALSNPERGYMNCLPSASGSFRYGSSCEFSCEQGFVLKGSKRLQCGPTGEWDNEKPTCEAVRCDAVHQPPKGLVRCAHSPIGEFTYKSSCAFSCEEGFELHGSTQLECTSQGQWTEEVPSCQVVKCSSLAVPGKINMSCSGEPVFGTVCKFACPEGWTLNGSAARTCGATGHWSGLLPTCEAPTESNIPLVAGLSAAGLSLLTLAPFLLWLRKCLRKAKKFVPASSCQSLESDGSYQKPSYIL
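Read-out basis: % PE-positive cells; Test system: HUVEC primary endothelial cells; Technique: immunofluorescence imaging; Dosing: single-point compound dose.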
An asterisk follows results filed as active; ? = inconclusive; . = not tested or not shown; & = joins results of further samples.

SMILES	XiGFP reactiv	INS-1E GSIS act	RAD52 inh	DENV2 CPE	F508del corr	RAD54 inh	Casp6 inh	E-sel inducer
O=c1ccnc2n1COCS2	0.0	4	-4	4	-1.3	-10	-4	.
O=C(Nc1ccc(F)cc1)N1[C@@H]2CNC[C@H]1C2c1ccc(/C=C/c2ccccc2)cc1 (stereo not given in full)	0.1&0.1	9&-18	38&45	-10&-6	4.3&-2.0	.	0&-2	-0.1&0.0
CCCNC(=O)N1CC2(C1)CN(C(=O)COC)[C@@H](CO)c1c2c2ccc(OC)cc2n1C	0.2	16	.	11	-2.3	.	.	-0.3
COc1cccc(COC(=O)C2CCN(C(=O)c3ccc(F)cc3)CC2)c1OC	5.7	-18	1	6	0.5	-2	0	.
CC1(c2nnc(-c3ccccc3)o2)CC(c2ccc(F)cc2)=NO1 (stereo not given)	0.6	-4	13	11	0.0	0	1	-0.1
C[C@@H]1CN([C@@H](C)CO)C(=O)c2cccc(NC(=O)CCCCCC(=O)Nc3ccccc3N)c2O[C@@H]1CN(C)C(=O)Nc1cccc2ccccc12	-0.8	24	9	-4	-1.6	.	2	-9.7
Cc1noc(C)c1S(=O)(=O)N1CCCC(C(=O)NC2CCCCC2)C1 (stereo not given)	.	17	9	-8	-1.6	2	0	.
CN(C)C(=O)c1ccc(NC(=O)COC(=O)CC23CC4CC(CC(Br)(C4)C2)C3)cc1	0.0	-13	-1	-2	3.0	0	1	-0.1
C/C=C/c1ccc([C@H]2[C@H](CO)N3CCCCN(S(=O)(=O)c4cccc(C)c4)C[C@@H]23)cc1	0.2	4	46	-2	3.0	-1	0	-0.1
CCCc1nnc(NC(=O)CCC(=O)N2CCN(c3ccccc3)CC2)s1	0.0	-3	-12	-1	0.8	.	2	2.5
CCC(=O)N1C[C@@H](C)[C@H](OC)CN(C)C(=O)c2cc(NC(=O)C3CC3)ccc2OC[C@H]1C	-0.4	4	-5	-6	-1.2	-7	5	0.0
O=C(N/N=C/c1ccc(O)c([N+](=O)[O-])c1)C(O)(c1ccccc1)c1ccccc1	0.1	-17	9	-2	-0.8	6	7	.
O=C(Nc1cccc(C(=O)Nc2cccc(C(F)(F)F)c2)c1)c1ccc(=O)[nH]c1	-0.1	7	-1	-6	1.7	1	4	.
CCOC(CNC(=O)CN1C(=O)COc2ccc(S(=O)(=O)N3CC(C)CC(C)C3)cc21)OCC (stereo not given)	0.7	-27	2	-8	-0.1	7	-1	-0.3
C[C@H](NC(=O)c1ccc(Cl)c(S(=O)(=O)N2CCOCC2)c1)c1nc2ccccc2[nH]1	0.0	-5	-3	3	0.6	5	22	-1.6
CCC(=O)N1Cc2cc(C(=O)NCC(F)(F)F)nc(-c3cccc(-c4cncnc4)c3)c2[C@H]1CCO	0.0	3	-2	-1	-0.7	.	1	3.5
Cc1ccc(/C=N/NC(=O)c2c(-c3ccccc3)noc2C)o1	1.0	9	-15	-6	.	.	3	-0.5
Cc1nnc(SCc2nc3sc4c(c3c(=O)[nH]2)CCCC4)[nH]c1=O	0.0	-7	-46	-4	0.3	.	-1	0.3
CC(=O)c1c(C(C)=O)c(C)n(NC(=O)c2cccnc2)c1C	.	4	1	.	.	-11	4	.
COc1ccc(S(=O)(=O)Nc2cccc3c2O[C@@H](CN(C)CC2CCCCC2)[C@@H](C)CN([C@H](C)CO)C3=O)cc1	0.7	4	.	.	-2.3	.	.	-0.1
CO[C@@H]1CC[C@@H]2CCOc3c(C#N)cccc3C(=O)N(C)C[C@@H](c3ccccc3)CC(=O)N(C)C[C@H]1O2	0.0	3	8	-1	1.7	-5	-2	0.1
Cc1ccsc1/C=N/NC(=O)Cc1ccc(Cl)cc1	0.6	-1	-31	-7	-1.0	4	1	-0.4
Cn1c(/C(C#N)=C/c2ccncc2)nc2ccccc21	0.1	8	-46	-7	-0.8	-11	2	.
COCC(=O)N(C)C[C@@H]1Oc2ncc(C#Cc3ccncc3)cc2C(=O)N([C@@H](C)CO)C[C@@H]1C	-0.1	1	-18	-3	-2.4	0	2	.
C[C@@H]1CN([C@@H](C)CO)C(=O)Cc2cc(N(C)C)ccc2O[C@@H]1CN(C)Cc1ccc(C(F)(F)F)cc1	0.0	-24	11	27*	2.7	-7	1	-11

Ordered by the number under DENV2 CPE (rising): 7 from the list above
compound | DENV2 CPE
CCOC(CNC(=O)CN1C(=O)COc2ccc(S(=O)(=O)N3CC(C)CC(C)C3)cc21)OCC (stereo not given) | -8
Cc1ccc(/C=N/NC(=O)c2c(-c3ccccc3)noc2C)o1 | -6
COCC(=O)N(C)C[C@@H]1Oc2ncc(C#Cc3ccncc3)cc2C(=O)N([C@@H](C)CO)C[C@@H]1C | -3
CO[C@@H]1CC[C@@H]2CCOc3c(C#N)cccc3C(=O)N(C)C[C@@H](c3ccccc3)CC(=O)N(C)C[C@H]1O2 | -1
C[C@H](NC(=O)c1ccc(Cl)c(S(=O)(=O)N2CCOCC2)c1)c1nc2ccccc2[nH]1 | 3
O=c1ccnc2n1COCS2 | 4
CC1(c2nnc(-c3ccccc3)o2)CC(c2ccc(F)cc2)=NO1 (stereo not given) | 11

Retrieved by structure from the entries so far (two):
SMILES	XiGFP reactiv	INS-1E GSIS act	RAD52 inh	DENV2 CPE	F508del corr	RAD54 inh	Casp6 inh	E-sel inducer
CCOC(CNC(=O)CN1C(=O)COc2ccc(S(=O)(=O)N3CC(C)CC(C)C3)cc21)OCC (stereo not given)	0.7	-27	2	-8	-0.1	7	-1	-0.3
O=C(N/N=C/c1ccc(O)c([N+](=O)[O-])c1)C(O)(c1ccccc1)c1ccccc1	0.1	-17	9	-2	-0.8	6	7	.

Other results.
SMILES	XiGFP reactiv	INS-1E GSIS act	RAD52 inh	DENV2 CPE	F508del corr	RAD54 inh	Casp6 inh	E-sel inducer
OC[C@@H]1[C@@H](c2ccc(C#Cc3ccccc3F)cc2)[C@@H]2CN(CC3CCOCC3)CCCCN12	0.0	4	35	-25	-4.5	1	-1	0.7
COc1ccc(NC(=O)NC2(C(=O)N3CCN4CCCC4C3)CCCCC2)cc1 (stereo not given)	0.4	-9	-2	3	-0.3	-8	-3	-0.1
COc1ccc2c3c([nH]c2c1)[C@H](CO)N(C(C)=O)CC31CN(Cc2ccccc2Cl)C1	0.0	18	9	1	0.8	.	3	-0.3
Cc1ccc(NC(=O)CN2C(=O)CCS(=O)(=O)c3ccccc32)cc1Cl	0.0	-2	8	-6	-0.4	-11	3	.
CCCCc1ccc(NS(=O)(=O)c2cccc(C(=O)N3CCCN(C)CC3)c2)cc1	0.0	0	-4	-4	0.1	6	-9	-0.1
O=C(NC1CCCCC1)[C@@H]1[C@@H](CO)[C@@H]2Cn3c(cccc3=O)[C@@H]2N1C(=O)CC1CC1	0.0	7	-1	-5	2.0	-2	3	-0.3
CC(=O)Nc1ccc(NC(=O)C(C)OC(=O)C2(c3ccc(Cl)cc3)CCCC2)cc1 (stereo not given)	0.7	.	-7	-6	.	.	2	-0.3
Cn1c(N)c(C(=O)CSc2nc3ccccc3[nH]2)c(=O)n(C)c1=O	0.3	26	-18	.	-0.9	6	1	3.5
CCOC(=O)CCN(Cc1cccs1)S(=O)(=O)c1ccc(Cl)cc1	.	-27	-12	8	0.3	.	2	.
O=[N+]([O-])c1cccc(/C=N/Nc2nc(NCc3ccccc3)nc(N3CCOCC3)n2)c1O	-0.2	-7	0	-4	4.3	.	-2	.
COc1cccc(NC(=O)C[C@@H]2CC[C@@H]3[C@H](COc4ccc(NC(=O)C5CCC5)cc4C(=O)N3C)O2)c1	0.1	-18	6	9	-1.8	.	0	0.5
Cc1cc(=O)cc(C)n1-c1ccc(Cl)cc1	0.1	11	-28	14	-2.3	.	1	0.6
Cc1ccc(S(=O)(=O)N2C3CC(c4ccccc4)N(S(=O)(=O)c4cccc(Cl)c4)CC3C(=O)C[C@H]2c2ccccc2)cc1 (stereo not given in full)	0.0	16	2	-9	1.1	.	0	-0.2
CCOc1ccc(NC(=O)CCc2nnc3ccc(N4CCC5(CC4)OCCO5)nn23)cc1	0.2	-1	-5	-5	-1.2	-8	3	.
CCOC(=O)C1=C(COC(=O)COc2cccc(C)c2C)NC(=O)NC1C (stereo not given)	0.1	33	-13	10	1.1	3	2	.
CCCOc1c(Br)cc(C(=O)OCc2cc(=O)n3ccsc3n2)cc1OC	0.0	8	-11	11	1.3	12	1	.
C[C@@H]1CN([C@H](C)CO)C(=O)c2cc(NS(=O)(=O)c3cccs3)ccc2O[C@@H](C)CCCCO[C@@H]1CN(C)Cc1ccc(Cl)c(Cl)c1	1.3	6	19	-22	2.5	2	-3	-0.3
Cc1cccc(CSCc2ccc(C(=O)O)o2)c1	0.0	10	-17	4	-2.2	-4	3	-0.1
O=C(C1CCCC1)N1CCCCN2[C@H](CO)[C@@H](c3ccc(-c4ccncc4)cc3)[C@H]2C1	.	.	6	8	-1.9	2	0	.
CCc1ccc(CN(C)C(=O)CCc2nnc(COc3ccccc3)o2)cc1	-0.1	-25	-2	-2	-3.4	.	-2	?
CCCN(CCC)CC(O)CN1C(=O)N(CN2C(=O)N(CC(O)CN(CCC)CCC)C(=O)C2(C)C)C(C)(C)C1=O (stereo not given)	0.0	11	8	-4	-1.2	.	-10	-5.4
COc1ccc(S(=O)(=O)N2C[C@@H](O)COC[C@@H]3O[C@@H](CC(=O)NCc4ccc(Cl)c(Cl)c4)CC[C@H]32)cc1	-0.1	-26	-16	0	2.2	1	1	-0.2
Cc1ccc(NC(=O)c2ccc(Nc3ccccc3F)nc2)cc1	0.1	9	-23	-9	-1.9	.	-3	.
Cc1cccc(NC(=O)N2CCC(NC(=O)C3CCCCC3)CC2)c1	0.0	-12	-8	9	0.6	-2	3	0.5
COc1ccc(CN(C)C[C@@H]2Oc3ccc(NC(=O)Nc4ccccc4)cc3C(=O)N([C@H](C)CO)C[C@H]2C)cc1	0.1	14	22	-6	-2.4	57*	.	0.1

Next part:
SMILES	XiGFP reactiv	INS-1E GSIS act	RAD52 inh	DENV2 CPE	F508del corr	RAD54 inh	Casp6 inh	E-sel inducer
Cc1ccccc1C(=O)NC1CCN(Cc2nnnn2C(C)(C)C)CC1	0.3	5	-12	-3	-2.3	-7	3	1.1
O=C(/C=C/c1ccco1)OCn1nnc2ccccc2c1=O	0.2	-11	-13	-2	-2.6	.	1	.
CN(C)CCN1CCN(C2CN(Cc3cn(Cc4ccc(F)cc4)nn3)S(=O)(=O)C2)CC1 (stereo not given)	0.1	26	-16	4	-1.6	.	-74	-0.2
C[C@@H]1CN([C@@H](C)CO)C(=O)Cc2cc(NC(=O)Nc3ccccc3)ccc2O[C@H]1CN(C)C(=O)NC1CCCCC1	-1.3	-17	-3	-11	-3.7	5	8	-0.1
CN(C)C(=O)C[C@@H]1CC[C@H](NC(=O)C2CC2)[C@H](CO)O1	0.7	13	-10	2	1.8	-7	-1	-0.2
COC(=O)c1ccc2nc(-c3ccc(Cl)cc3)c(Cc3cccc(Cl)c3)n2c1	-0.1	-9	-40	9	-3.9	.	-1	-0.1
C/C=C/C(=O)N1CC2(CC(c3cccc(NC(=O)/C(C)=C/C)c3)=NO2)C[C@H]1C(N)=O (stereo not given in full)	0.0	-1	-6	-16	1.0	-7	.	0.4
O=C(c1cccc(F)c1)N1CC(=O)N2[C@@H](CO)[C@@H](c3ccc(C4=CCCC4)cc3)[C@@H]2C1	0.1	1	-5	-2	0.4	.	4	0.1
